# NS3h inh CB: hepatitis C NS3 helicase inhibition, primary screen; NS3h Cy5-dT15 DNA binding, fluorescence polarization; inhibition, % at 100 µM; 1.6% of 16,000 active; AID 687043;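 active = inhibition above the average over every tested compound plus 3 SD, cut at about 40% in these data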
# Cy5 interf NS3h: Cy5 fluorescence interference, HCV helicase counter-screen; fluorescence interference ratio at 100 µM; Cy5-dT15 DNA with NS3h; actives lie on both sides; signal over control mean, under 1 quenches; 6% of 16,000 active; AID 720488;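 active = compound fluorescence over control fluorescence at most 0.8, a quencher, or at least a set upper limit, an enhancer; inactive = ratio between 0.8 and the set upper limit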
# * hit, by the source's call.
# Values run as follows: NS3h inh CB, Cy5 interf NS3h
COc1ccc(OC)c(NC(=O)c2ccc3c(c2)C(=O)N(c2cccc([N+](=O)[O-])c2)C3=O)c1
 : 3, 1.1
COc1ccc(N2C(=O)/C(=C\c3ccc4c(c3)OCO4)SC2=S)cc1
 : -2, 1.1
Cc1ccc(C=C2C(=O)N(C)C(=S)N(c3ccccc3)C2=O)s1
 : 20, 1.3*
COc1ccc(C2CC(C(F)(F)F)n3nc(C(=O)Nc4ccccc4SC)c(Cl)c3N2)cc1 (centres undefined)
 : 11, 0.99
Cc1cc(/C=C2\C(=O)NC(=S)N(c3cccc(Cl)c3Cl)C2=O)c(C)n1C
 : -4, 1.1
Nc1ccc(C(=O)Nc2ccccc2C(=O)O)cc1
 : -2, 1.1
CCOC(=O)c1c(C)oc2cc(Br)c(O)c(CN(C)C)c12
 : -1, 1
CCc1ccc(NC(=O)c2ccc(-c3ccccc3)cc2)cc1
 : -7, 0.99
COC(=O)C1=C(C)NC2=C(C(=O)c3ccccc32)C1c1ccc(-c2ccc(Cl)cc2)o1 (centres undefined)
 : -4, 1.1
CCOc1ccc(/C=C2\C(=O)NC(=S)N(c3ccc(Br)cc3)C2=O)cc1Cl
 : 5, 1
COc1ccc(C2=C/C(=C/c3ccc([N+](=O)[O-])cc3)C(=O)O2)c(OC)c1
 : 9, 0.67*
O=C(O)c1cccc(COc2ccc(C=C3C(=O)c4ccccc4C3=O)cc2)c1
 : 34, 0.95
C#CCOc1c(Br)cc(/C=C2\C(=O)NC(=O)N(c3ccc(Cl)cc3)C2=O)cc1OC
 : 19, 0.95
O=[N+]([O-])c1cccc2c1=C1C(Cl)=CC=C1C=2
 : 1, 0.54*
COc1cccc(C2NC(=O)NC(C)=C2C(=O)Nc2ccccc2Cl)c1OC (centres undefined)
 : 4, 0.99
CCCCOC(=O)c1ccc(NC(=O)c2cccc(Cl)c2Cl)cc1
 : 20, 0.69*
O=C(c1cc2n(n1)C(C(F)(F)F)CC(c1ccc(Cl)cc1)N2)N1CCN(c2ccccc2)CC1 (centres undefined)
 : 24, 0.93
CC(=O)Nc1ccccc1NC(=O)c1ccccc1Br
 : 9, 1
COc1ccc(N(CC(=O)Nc2ccc(I)cc2)S(=O)(=O)c2ccc(C)cc2)c(OC)c1
 : 9, 1
Cc1ccccc1COc1ccc2oc(C)c(C(=O)O)c2c1
 : 5, 0.94
Cc1ccc2[nH]c(O)c(N=Nc3ccc([N+](=O)[O-])cc3)c2c1
 : 4, 0.93
Cc1ccc(/C=C/C(=O)Nc2cccc(Br)c2)o1
 : 1, 0.96
O=C(Nc1ccccc1)Nc1nnc(COc2ccc(Cl)cc2)s1
 : 9, 0.98
O=C(Oc1ccc(Oc2ccccc2)cc1)c1ccc(Br)o1
 : 10, 1.2*
CSc1nc(N)c2c3c(sc2n1)CCCCC3
 : 37, 1.1
COc1ccc(NC(=O)c2cc3n(n2)C(C(F)(F)F)CC(c2ccc(Cl)c(Cl)c2)N3)c(OC)c1 (centres undefined)
 : 9, 1
Cc1ccc(N2C3=[N+](CCCCC3)CC2(O)c2cccc([N+](=O)[O-])c2)cc1 (centres undefined)
 : 5, 1
CCOC(=O)c1ccc(-c2ccc(/C=c3\sc4nc5ccccc5n4c3=O)o2)cc1
 : 2, 1.1
Cc1ccc(-c2noc(-c3ccc([N+](=O)[O-])cc3)n2)cc1
 : -9, 0.96
O=C(CN(c1ccc(F)cc1)S(=O)(=O)c1ccccc1)Nc1ccccc1
 : 12, 0.94
O=C1/C(=C/c2cccc3ccccc23)SC(=S)N1C1CCS(=O)(=O)C1 (centres undefined)
 : 8, 0.99
Cc1ccc2nc(/C(C#N)=C/c3ccc([N+](=O)[O-])c(Cl)c3Cl)[nH]c2c1
 : 7, 0.96
N#Cc1c(-c2cc(Br)cs2)c2c(=O)[nH]c(=O)[nH]c2[nH]c1=O
 : 4, 1.2*
COc1ccc(N(CC(=O)Nc2c(C)n(C)n(-c3ccccc3)c2=O)S(=O)(=O)c2ccccc2)c(OC)c1
 : 2, 1
CCCC(=O)n1nc(C)c2c1CC(C)(C)CC2=O
 : 3, 1
N/C(Cc1cccs1)=N/OC(=O)COc1ccccc1
 : 4, 1
Cc1cc(N2CCOCC2)c2c(c1)c1ccccc1n2C
 : 18, 1
CCOc1ccc(N(CC(=O)NC2CCCCC2)S(=O)(=O)c2ccc(Cl)cc2)cc1
 : 0, 1.1
Cc1cccc(NS(=O)(=O)c2ccc([N+](=O)[O-])cc2)n1
 : -4, 0.93
Cc1ccc(C(=O)Nc2cccc3ccccc23)o1
 : 4, 0.97
O=C(Nc1cc(Cl)cc(Cl)c1)c1ccc(-c2ccc([N+](=O)[O-])cc2)o1
 : 0, 0.96
CC(C)c1ccccc1NS(=O)(=O)c1cccc([N+](=O)[O-])c1
 : 14, 1
COc1ccc(CN2CCN(Cc3cc(OC)c(OC)cc3OC)CC2)cc1
 : 4, 0.96
O=C(Nc1ccc(Cl)c(Cl)c1)c1cc([N+](=O)[O-])ccc1N1CCCCC1
 : 4, 0.92
O=C(Nc1ccc(Br)cc1)c1ccc(S(=O)(=O)N2CCCC2)cc1
 : 14, 0.94
COc1ccc(N2C(=O)C=CC2=O)cc1
 : 84*, 0.77*
CC(C1CC1)N(Cc1ccccc1)C(=O)c1ccc(F)cc1 (centres undefined)
 : 10, 0.59*
Cc1ccc(OCC(=O)Nc2cc3nn(-c4ccc(C)cc4)nc3cc2C)cc1
 : 4, 1.1
CCCC(O)=C1C(=O)CC(C)(C)CC1=Nc1cccc2ccccc12
 : 5, 1
CC(=O)Nc1cc(-c2nc3ccccc3s2)ccc1Cl
 : 8, 0.74*
Cc1ccc(C23CC4CC(CC(C(=O)Nc5ccc(C(=O)O)cc5)(C4)C2)C3)cc1
 : 8, 1.1
CCCC(=N)C1=C(O)CC(C)(C)CC1=O
 : 9, 1
COc1ccc(CN2CCN(Cc3cccc(C)c3)CC2)c(OC)c1
 : -2, 1
CCOC(=O)C1Cc2cc3c(cc2C1=O)CC(C(=O)OCC)C3=O (centres undefined)
 : 7, 1
CCNC(=O)C(=O)Nc1ccc(OC)cc1
 : -7, 0.96
COc1ccc(OC)c(/C=C2\C(=O)NN(c3ccc(Cl)c(Cl)c3)C2=O)c1
 : 4, 0.94
CCOc1ccccc1NC(=O)C(=O)NCCc1ccc(OC)c(OC)c1
 : 2, 1.1
CN(C)c1ccc(/C=N\N2C(=O)/C(=C/c3ccc(N(C)C)cc3)SC2=S)cc1
 : -5, 0.97
O=C(Nc1ccc(O)cc1)c1ccc2c(c1)C(=O)N(c1ccc([N+](=O)[O-])cc1)C2=O
 : 0, 0.65*
Cc1cc(C)n(C(=O)CNC(=O)c2ccc(Cl)cc2)n1
 : 3, 0.98

# Additional results follow:
# Values run as follows: NS3h inh CB, Cy5 interf NS3h
OC1CC(c2ccccc2)NC(c2ccco2)C1 (centres undefined)
 : -17, 0.95
O=C(/C=C\Nc1ccc(Br)cn1)c1ccc(Cl)cc1
 : -1, 0.95
S=c1[nH]nc(-c2ccc(Cl)cc2)n1Cc1ccccc1
 : 4, 1
COc1ccc(/C(N)=N\OC(=O)c2cccc([N+](=O)[O-])c2C)cc1OC
 : 3, 1
Cc1onc(-c2ccccc2Cl)c1C(=O)N1CCN(c2ccc([N+](=O)[O-])cc2Cl)CC1C (centres undefined)
 : 11, 0.94
COc1ccc(/C=C/C(=O)NC(C)Cc2ccccc2)cc1OC (centres undefined)
 : 6, 1
CCOc1ccc(/C=C/C(=O)N(C)Cc2ccccc2)cc1OC
 : 7, 0.98
COc1cccc(CN2CCN(Cc3cc(OC)c(OC)cc3[N+](=O)[O-])CC2)c1
 : -7, 0.99
Cc1cccc(NC(=O)c2cc([N+](=O)[O-])ccc2Cl)c1C
 : 4, 1.2
O=c1/c(=C/c2ccccc2OS(=O)(=O)c2ccccc2)sc2nc3ccccc3n12
 : 1, 1
Cc1cc(C)c2oc(-c3cccc(NC(=O)c4ccccc4C)c3)nc2c1
 : 8, 1.1
COc1ccc(CC(=O)NC2C3CC4CC(C3)CC2C4)cc1OC (centres undefined)
 : 2, 0.97
Cc1ccc(CNC(=O)C23CC4CC(CC(C4)C2)C3)cc1
 : 8, 0.98
Cc1ccc(C2CC(C(F)(F)F)n3ncc(C(=O)NCCN4CCOCC4)c3N2)cc1 (centres undefined)
 : 9, 0.77*
Cc1cccc(OCC(=O)Nc2cccc(Br)c2)c1
 : 2, 0.95

# Single records (already shown). Order of screens: NS3h inh CB, Cy5 interf NS3h
# Record of COc1ccc(/C(N)=N\OC(=O)c2cccc([N+](=O)[O-])c2C)cc1OC : 3, 1
# Record of Cc1ccc(C2CC(C(F)(F)F)n3ncc(C(=O)NCCN4CCOCC4)c3N2)cc1 (centres undefined) : 9, 0.77*
# Record of Cc1cccc(OCC(=O)Nc2cccc(Br)c2)c1 : 2, 0.95

# Carrying on:
# Values run as follows: NS3h inh CB, Cy5 interf NS3h
O=C(Nc1cccc2ccccc12)c1ccc(-c2cccc([N+](=O)[O-])c2)o1
 : 8, 0.86
COc1cc(/C=C2\C=C(c3ccc(Br)cc3)OC2=O)ccc1OC(C)=O
 : -2, 1
O=C(Nc1nccs1)c1ccc2c(c1)OCO2
 : 10, 0.98
O=C(Nc1ccc(S(=O)(=O)Nc2nccs2)cc1)c1cncc(Br)c1
 : -3, 1
CCOc1ccc(/C=C/C(=O)c2cccc(Br)c2)cc1
 : -2, 0.99
CCOc1cc(OCC)cc(C(=O)Nc2ccc(Cl)c(NC(=O)c3ccco3)c2)c1
 : 14, 0.96
O=C(Nc1ccc(Cl)c(C(F)(F)F)c1)c1cccc(Br)c1
 : 12, 1.1
C=CCN1C(=O)/C(=C\c2ccc(-c3ccc([N+](=O)[O-])cc3)o2)SC1=S
 : 16, 1.1
CCOC(=O)c1ccc(NC(=O)CN(c2cccc([N+](=O)[O-])c2)S(=O)(=O)c2ccccc2)cc1
 : 25, 0.66*
Cc1cc(OCCCCn2ccnc2)cc(C)c1Cl
 : 14, 0.89
CCN1C(=O)/C(=C\c2ccc(-c3ccc(C)c(Cl)c3)o2)SC1=S
 : 12, 1.1
NS(=O)(=O)c1ccc(CNC(=O)c2ccccc2Cl)cc1
 : -2, 0.94
COc1ccc(C2Nc3ccccc3C(=O)N2Cc2ccco2)cc1CSc1nc2ccccc2s1 (centres undefined)
 : 3, 0.96
O=C(NC(=S)Nc1ccc(-c2nc3ccccc3o2)cc1)c1ccco1
 : 1, 0.95
N#C/C(=C\c1cn(CC(=O)Nc2ccccc2)c2ccccc12)c1nc2ccccc2[nH]1
 : -45, 0.9

# A stretch from the list above:
# Values run as follows: NS3h inh CB, Cy5 interf NS3h
O=C(Nc1cccc2ccccc12)c1ccc(-c2cccc([N+](=O)[O-])c2)o1
 : 8, 0.86
COc1cc(/C=C2\C=C(c3ccc(Br)cc3)OC2=O)ccc1OC(C)=O
 : -2, 1

# (next part)
# Values run as follows: NS3h inh CB, Cy5 interf NS3h
O=C(N1CCOCC1)C(F)(F)C(F)(F)C(F)(F)C(F)(F)C(=O)N1CCOCC1
 : 9, 0.84
O=C(CSc1nnc(-c2ccc(Br)cc2)o1)OCc1ccccc1
 : -8, 0.95
CCOc1ccccc1NC(=O)c1ccc(CN(c2ccccc2)S(C)(=O)=O)cc1
 : 0, 0.95
O=C(COc1cccc2ccccc12)NCc1cccnc1
 : 17, 0.74*
O=S(=O)(c1ccc(Br)c2ccccc12)N1CCOCC1
 : -8, 0.96
CCNC(=O)CCC(=O)Nc1cc(Cl)ccc1C
 : 4, 1.1
O=C(c1nn2c(c1Br)NC(c1cccs1)CC2C(F)(F)F)N1CCOCC1 (centres undefined)
 : 5, 1.1
CC(=O)Nc1ccc(N2C(=O)/C(=C/c3ccc([N+](=O)[O-])cc3)C=C2c2ccccc2)cc1
 : 37, 1.4*
COc1ccc(/C=C2\SC(=O)N(c3ccccc3OC)C2=O)cc1
 : 12, 1
O=C1NC(=Nc2ccc(O)cc2)S/C1=C/C(Cl)=C/c1ccc([N+](=O)[O-])cc1
 : 7, 1.1
CCOc1ccc(-c2cc(C)n3nc(C(=O)Nc4ccccc4C(=O)OC)cc3n2)cc1
 : 4, 1
CC1CCC(C(C)C)C(OC(=O)c2ccco2)C1 (centres undefined)
 : 3, 0.94
CCOc1cc(C2C(C(=O)OC)=C(C)NC3=C2C(=O)c2ccccc23)ccc1OCc1cccc(F)c1 (centres undefined)
 : 1, 1
CC(=O)C(C(=Nc1ccccc1)Nc1ccccc1)=C(O)c1ccccc1
 : 0, 0.87
COc1cccc(N2C(=O)C(=O)C(=C(O)c3ccccc3)C2c2ccc(C)cc2)c1 (centres undefined)
 : -1, 0.99

# The list goes on, overlapping the part above by 3 compounds.
# Values run as follows: NS3h inh CB, Cy5 interf NS3h
CCOc1cc(C2C(C(=O)OC)=C(C)NC3=C2C(=O)c2ccccc23)ccc1OCc1cccc(F)c1 (centres undefined)
 : 1, 1
CC(=O)C(C(=Nc1ccccc1)Nc1ccccc1)=C(O)c1ccccc1
 : 0, 0.87
COc1cccc(N2C(=O)C(=O)C(=C(O)c3ccccc3)C2c2ccc(C)cc2)c1 (centres undefined)
 : -1, 0.99
COC(=O)c1ccccc1NC(=O)c1cc(Br)ccc1OC
 : 10, 1
Cc1ccc(NC(=O)c2cc(C(=O)O)ccc2C(=O)O)c([N+](=O)[O-])c1
 : 10, 0.95
COCCCNC(=O)COc1ccccc1
 : -14, 0.98
COc1ccc(-c2cc(C(F)(F)F)n3nc(C(=O)NCCCn4ccnc4)c(Cl)c3n2)cc1
 : 2, 0.68*
CC(=O)Nc1cccc(C(=O)/C=C/c2ccc(/C=C/C(=O)c3cccc(NC(C)=O)c3)cc2)c1
 : 14, 1.2
CCC(C)N1C(=O)C(=O)N(C2CCCCC2)C1=O (centres undefined)
 : 5, 1
S=c1oc(COc2ccc(Cl)cc2Cl)nn1CN1CCCCC1
 : 6, 1.1
Cc1nc2cc(-c3cccc(F)c3)[nH]n2c(=O)c1C
 : 15, 1.1
COc1cc(NC(=O)c2ccccc2)c(Cl)cc1NC(=O)c1cc2ccccc2cc1OC
 : -2, 1

# High-throughput results (PubChem BioAssay)
